ANO1 block – mouse TMEM16A channel inhibition, primary screen; Q8BHY3; HEK293 TMEM16A/YFP iodide influx fluorescence, ionomycin; normalized B-score (activity score, 25-100; higher = stronger inhibition) at 10 µM; actives 1.2% (n = 310,000); AID 588511;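 active means ratio plate-corrected score three or more library SD toward inhibition, starting fluorescence score within five deviations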;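 further: score derived from kinetic fluorescence span divided by baseline fluorescence per well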
KCNK3 inh – human KCNK3 channel inhibition, primary screen | O14649 | CHO-KCNK3 thallium flux, FluxOR fluorescence; hits give low values | B-score at 10 µM | actives 0.84% (n = 340,000) | AID 602410;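 active means B-score under library mean minus 4 SD, starting fluorescence ratio at most library mean plus 5 SD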;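 further: more negative B-score means stronger inhibition of thallium flux through KCNK3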
KCNK9 block – human KCNK9 channel inhibition; Q9NPC2; HEK293 KCNK9, FluxOR thallium flux fluorescence; hits give low values; B-score at 10 µM; actives 1.2% (n = 310,000); AID 488922;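 active means ratio B-score over 3 SD below the library mean, with starting fluorescence within 5 SD of its mean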;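 further: negative B-score means less thallium flux so channel inhibition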
RGS4 inh – inhibitors of human RGS4; actives 0.45% (n = 310,000); B-score at 10 µM; AID 463165; P49798; HEK293 M3R/RGS4 inducible, Fluo-4 calcium flux; hits give high values; triggered by carbachol at its EC20;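 active means B-score, a plate-corrected calcium signal, over three deviations above library mean, with baseline fluorescence within five deviations of library mean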;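 further: RGS4 expression induced by doxycycline in cells with stable M3 receptor; B-score is computed from the integrated fluorescence ratio over baseline after carbachol; higher B-score means a larger calcium signal and so more RGS4 inhibition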
MrgX1 agonist – agonists of human MrgX1 receptor | B-score at 10 µM | Q96LB2 | AID 588627 | actives 0.44% (n = 310,000) | MrgX1-HEK293 cells, Fluo-4 calcium fluorescence, agonist mode; hits give high values;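 active means calcium response B-score plate-corrected fluorescence ratio at least 3 library SD, with starting fluorescence B-score inside 5 SD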
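Material: HEK293 cells stably expressing human MrgX1 receptor | Quantity: 15,000 cells per well | Times: Cells plated overnight, dye loaded 0.5 h 37 °C, 0.5 h room temperature | Measured by: Kinetic Fluo-4 NW fluorescence of intracellular calcium | Control set: Positive and negative controls per plate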
KCNQ1 act – potentiators or activators of human KCNQ1 potassium channel; CHO-K1 KCNQ1, thallium flux FluxOR fluorescence; hits give high values; B-score at 10 µM; actives 0.35% (n = 310,000); AID 2648;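 active means fluorescence ratio B-score, a plate-corrected score, at least three library SD, with initial intensity B-score within 5 SD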
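Doses: Single concentration per compound, DMSO matched to controls | Test system: KCNQ1-transfected CHO-K1 cells | Timing: 90 min dye loading and 20 min compound exposure, both at room temperature | Measured by: Kinetic FluxOR thallium fluorescence, 10-s 1-Hz baseline, 110-s post-stimulus read | Medium: Assay buffer with matched DMSO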
hERG rescue – shields human hERG channel from block by proarrhythmic agents. CHO-hERG, FluxOR thallium flux, dofetilide IC70 present. actives 0.51% (n = 310,000). activation (rescue from dofetilide block), less the hit threshold, % at 10 µM;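 active means activation above the mean of controls blocked by dofetilide plus 5 SD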;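 further: thallium influx through hERG after potassium depolarization seen as dye fluorescence rise; in these data hits start at about 4.7%; inactives centre near -7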
Target sequence (Q12809 whole entry, looked up): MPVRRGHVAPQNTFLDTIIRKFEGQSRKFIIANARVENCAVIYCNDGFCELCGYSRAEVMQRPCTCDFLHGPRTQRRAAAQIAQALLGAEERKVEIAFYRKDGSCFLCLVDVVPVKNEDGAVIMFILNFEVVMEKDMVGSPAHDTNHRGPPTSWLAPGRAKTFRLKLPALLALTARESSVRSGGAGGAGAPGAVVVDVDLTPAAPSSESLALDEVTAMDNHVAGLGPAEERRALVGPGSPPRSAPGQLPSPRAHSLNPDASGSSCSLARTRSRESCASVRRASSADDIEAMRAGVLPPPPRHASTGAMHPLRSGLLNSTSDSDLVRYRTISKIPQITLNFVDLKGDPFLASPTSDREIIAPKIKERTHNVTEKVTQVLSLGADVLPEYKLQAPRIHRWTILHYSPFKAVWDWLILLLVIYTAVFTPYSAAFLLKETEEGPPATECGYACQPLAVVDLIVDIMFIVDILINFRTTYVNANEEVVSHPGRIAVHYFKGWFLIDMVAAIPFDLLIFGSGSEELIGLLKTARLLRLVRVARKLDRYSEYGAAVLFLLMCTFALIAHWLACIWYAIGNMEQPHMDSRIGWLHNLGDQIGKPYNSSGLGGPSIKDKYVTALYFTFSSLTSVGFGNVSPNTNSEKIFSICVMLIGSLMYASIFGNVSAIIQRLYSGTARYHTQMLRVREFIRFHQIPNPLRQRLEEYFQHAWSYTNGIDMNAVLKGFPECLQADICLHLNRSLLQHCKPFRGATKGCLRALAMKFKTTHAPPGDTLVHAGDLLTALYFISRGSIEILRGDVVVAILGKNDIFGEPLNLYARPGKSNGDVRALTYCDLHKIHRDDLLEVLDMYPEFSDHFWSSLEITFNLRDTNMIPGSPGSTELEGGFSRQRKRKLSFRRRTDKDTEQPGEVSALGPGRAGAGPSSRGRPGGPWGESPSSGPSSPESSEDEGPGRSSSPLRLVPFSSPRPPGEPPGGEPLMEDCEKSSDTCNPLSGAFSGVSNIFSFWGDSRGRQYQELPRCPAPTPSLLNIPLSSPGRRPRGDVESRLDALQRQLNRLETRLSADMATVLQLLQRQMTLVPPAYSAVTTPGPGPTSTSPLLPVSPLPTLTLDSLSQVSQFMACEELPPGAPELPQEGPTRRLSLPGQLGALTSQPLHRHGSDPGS
RGS4 pot – RGS4 potentiation or activation; actives 0.92% (n = 310,000); HEK293 M3R/inducible RGS4, carbachol calcium flux Fluo4; hits give low values; B-score at 10 µM;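 active means B-score of the integrated calcium signal more than 4 SD below the library mean, with starting fluorescence not abnormally high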;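 further: negative B-score means reduced calcium response which marks RGS4 activation or potentiation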
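Reagent: ECmax carbachol challenge; Test system: M3R-expressing HEK293 line, RGS4 induced by doxycycline; Schedule: overnight RGS4 induction, 30 min dye load 37 °C, 20 min compound RT; Detection: calcium dye Fluo4 fluorescence; Read-out: Agonist-evoked peak-minus-minimum fluorescence over baseline, integrated ratio, B score.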
KCNQ1 block – human KCNQ1 channel inhibition. B-score at 10 µM. CHO-K1 KCNQ1, FluxOR thallium flux fluorescence; hits give high values. actives 1.3% (n = 310,000). P51787. AID 2642;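 active means compounds whose thallium flux B-score, printed positive for inhibition, exceeds three library SD while starting fluorescence stays within three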;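 further: channel opened by potassium depolarization with thallium stimulus after 20 min compound exposure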
ANO1 activ – activators or potentiators of mouse TMEM16A chloride channel | HEK293 TMEM16A/YFP-H148Q/I152L, iodide quench fluorescence; hits give low values | Q8BHY3 | actives 0.3% (n = 340,000) | B-score at 10 µM | AID 623877;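 active means fluorescence-ratio B-score plate-corrected deviation score at least 3 library SD below zero, with starting fluorescence score within 5 deviations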;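 further: channel opened by trigger with iodide after compound preincubation; score built on the fluorescence ratio of max minus min over baseline; more negative score means more quench and so TMEM16A activation or potentiation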
MrgX1 allo act – human MrgX1 positive allosteric modulation, primary screen. Q96LB2. MrgX1-HEK293, Fluo-4 calcium flux, FDSS; hits give high values. B-score at 10 µM. actives 0.63% (n = 310,000);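 active means plate-corrected calcium response at least 3 library SD above typical, normal starting fluorescence, not activating the receptor alone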;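 further: compound read alongside a low EC10 to EC30 dose of BAM8-22 agonist; peak minus trough fluorescence over baseline measured at the second addition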
* marks the source's active call; other numbers are inactive results; i = inactive; / = not tested or not shown. Rows were taken by chance; about 6.3% have a hit in one of these screens.

SMILES	ANO1 block	KCNK3 inh	KCNK9 block	RGS4 inh	MrgX1 agonist	KCNQ1 act	hERG rescue	RGS4 pot	KCNQ1 block	ANO1 activ	MrgX1 allo act
COc1ccc(C2C(C(=O)NCc3ccccn3)c3cc(OC)c(OC)cc3C(=O)N2C)cc1 (configuration not stated)	i	i	/	/	i	/	/	/	/	i	i
Cc1[nH]c2ccccc2c1/C=N\NC(=O)CNc1ccc2c(c1)OCO2	i	i	i	i	i	i	-8.6	i	i	i	i
O=C(CN1CCN(C2CCCCC2)CC1)c1c[nH]c2ccccc12	i	i	i	i	i	i	-7.9	i	i	i	i
CCCCN(C(=O)c1cccc2c(=O)c(C)c(-c3ccccc3)oc12)c1ccccc1	/	i	-10*	i	/	i	-8.8	i	i	i	/
Cc1ccc(NC(=O)C2CCCN(c3ncccn3)C2)cc1C (configuration not stated)	i	i	i	i	i	i	-3.5	i	i	i	i
Cc1ccc(N2C(=O)CC(N3CCc4ccccc43)C2=O)cc1Cl (configuration not stated)	i	i	i	i	i	i	-2.2	i	i	i	i
Nc1nnc(CSCc2ccc(F)cc2)s1	i	i	i	i	i	i	-5.3	i	i	i	i
Cc1nn2c(NCCCN(C)C)c3c(nc2c1-c1ccccc1)CCC3	i	i	i	i	i	i	-10.0	i	i	i	i
O=C(NC(C(=O)N1CCCC1C(=O)O)=C1CCCCC1)c1ccccc1 (configuration not stated)	i	i	i	i	i	i	-7.2	i	i	i	i
Cc1ccc2[nH]c(=O)c(CNC(C)(C)C)cc2c1	i	i	i	i	i	i	-8.6	i	i	i	i
CCOC(=O)C1=C(N)N2C(=O)C(C)SC2=C(C(=O)OCC)C1c1ccccc1 (configuration not stated)	i	i	i	i	i	i	-13.5	i	i	i	i
Cc1cccc(C(=O)Nc2nnc(COc3ccccc3)s2)c1	i	i	i	i	i	i	2.2	i	i	i	i
C[C@H](NC(=O)c1ccccc1Cl)C(=O)OCC(=O)NNC(=O)c1cccs1	i	i	i	i	i	i	-0.3	i	i	i	i
CC(=O)Nc1ccc(S(=O)(=O)N2CCN(Cc3nc4sc(C)c(C)c4c(=O)[nH]3)CC2)cc1	i	i	i	i	i	i	-13.9	i	i	i	i
Cc1ccc(S(=O)(=O)N(C)CCCC(=O)Nc2ccc(F)cc2)cc1	i	i	i	i	i	i	-3.1	i	i	i	i
Cc1ccc(S(=O)(=O)NCCc2cn3nc(C)c(C)nc3n2)cc1C	i	i	i	i	i	i	-6.5	i	i	i	i
Cc1ccc(NC(=O)C2CCCCC2C(=O)O)cc1C (configuration not stated)	i	i	i	i	i	i	-6.8	i	i	i	i
COc1ccccc1OCCn1c(=O)n(C)c2ccccc21	i	i	i	i	i	i	-10.1	i	i	i	i
COC(=O)c1ccc(Nc2ncnc3sccc23)cc1	i	i	i	i	i	i	-5.9	i	i	i	i
O=C(Nc1cccc(S(=O)(=O)N2CCOCC2)c1)C1CCCN(C(=O)c2ccc(Cl)cc2)C1 (configuration not stated)	i	i	i	i	i	i	-15.6	i	i	i	i
NC(=O)c1oc2ccccc2c1NC(=O)CS(=O)(=O)c1ccccc1	i	i	i	i	i	i	-2.1	i	i	i	i
O=C(CC1NCCNC1=O)Nc1cccc([N+](=O)[O-])c1 (configuration not stated)	i	i	i	i	i	i	-8.4	i	i	i	i
Cc1ccc(NC(=O)NCc2cccnc2)cc1Cl	i	i	i	i	i	i	-9.1	i	i	i	i
COc1ccc(Cn2c(=O)[nH]c3cc(C(=O)Nc4ccccc4C)ccc32)cc1	i	i	i	i	i	i	-14.7	i	i	i	i
O=C(O)c1ccc2c(c1)C(=O)N(c1cccc(S(=O)(=O)Nc3cccc(C(F)(F)F)c3)c1)C2=O	i	i	i	i	i	i	0.2	i	i	i	i
COc1ccc(OC)c(/C=C/C(=O)OCC(=O)Nc2cccc(C(C)=O)c2)c1	i	i	i	i	i	i	-7.2	i	i	i	i
C=CCN1C(=O)C(Cc2ccc(F)cc2)S/C1=N/N=C/c1ccco1 (configuration not stated)	i	i	i	i	i	i	-8.6	i	i	i	i
COc1ccccc1N1CCN(C(=O)C2CCN(S(=O)(=O)c3ccccc3)CC2)CC1	i	i	i	i	i	i	2.7	i	i	i	i
COC(=O)C1CN(C(=O)C(C)Oc2ccccc2Cl)c2ccccc2O1 (configuration not stated)	i	i	i	i	i	i	-10.6	i	i	i	i
Cc1ccc(NC(=O)C(c2ccccc2)N(C)C)cc1Cl (configuration not stated)	i	i	i	i	i	i	-15.6	i	i	i	i
Cc1ccccc1-n1c(SCC(=O)NC(N)=O)nc2sc(-c3ccccc3)cc2c1=O	i	i	i	i	i	i	-7.5	i	i	i	i
O=C(COC(=O)c1cccs1)NCCN1C(=O)CSC1=O	i	i	i	i	i	i	0.7	i	i	i	i
CC(=O)N1CCN(c2ccc(NC(=O)c3ccc(OCc4ccccc4)cc3)cc2)CC1	i	i	i	i	i	i	-9.4	i	i	i	i
N#Cc1c2n(c3c(=O)n(Cc4ccc(Cl)cc4)cnc13)CCCCC2	i	i	i	i	i	i	-5.1	i	i	i	i
COC(=O)C1=C(N)OC2=C(C(=O)CCC2)C1c1ccc2c(c1)OCO2 (configuration not stated)	i	i	i	i	i	i	-8.1	i	i	i	i
NC(=O)CC(NC(=O)Cc1ccc(Cl)cc1)c1ccc(NCCc2ccccc2F)c([N+](=O)[O-])c1 (configuration not stated)	i	i	i	i	i	i	-7.2	i	i	i	i
COC(=O)c1ccc(-c2ccc(C(c3c(C)[nH][nH]c3=O)c3c(C)[nH][nH]c3=O)o2)cc1	i	i	i	i	i	i	-9.1	i	i	i	i
O=C(Nc1ccc(Cc2nc3ccccc3s2)cc1)c1ccncc1	25*	i	i	i	i	i	-13.3	i	i	i	i
CCCN1CCCc2cc(CN(CCCN3CCOCC3)C(=O)Nc3ccc(OCC)cc3)ccc21	i	i	i	i	i	i	-1.0	i	i	i	i
COc1cc(C)c(NC(=S)Nc2ccc(C)c(Cl)c2)cc1OC	i	i	i	i	i	i	-3.9	i	i	i	i
Cn1c(SCC(=O)N2CCCC2)nc2cccnc21	i	i	i	i	i	i	-4.9	i	i	i	i
CN(C)c1oc(/C=C/c2cccs2)nc1S(=O)(=O)c1ccccc1	i	i	-8.11*	i	i	i	-5.2	i	i	i	i
CCc1ccccc1NC1=NCC(=O)N1Cc1ccccc1	i	i	i	i	i	i	-2.7	i	i	i	i
CCCCNCC#CCOc1cc(C)ccc1C(C)C	i	i	i	i	i	i	-24.1	i	i	i	i
Cc1[nH]c(=O)cc2ccccc12	i	i	i	i	i	i	-5.1	i	i	i	i
CC1=C(C(=O)Nc2ccccc2C)C(c2cccs2)NC(=S)N1 (configuration not stated)	i	i	i	i	i	i	-6.1	i	i	i	i
O=C(NCCOc1ccc(F)cc1)c1ccccc1SCc1ccccc1	25*	i	i	i	i	i	-24.6	-7.71*	7*	i	i
COC(=O)CCCC1=CC2=C(c3ccccc3)C(=O)C(C)(OC(=O)C3CCCC3)C(=O)C2=CN1CC1CC1 (configuration not stated)	i	i	i	i	i	i	-10.1	i	i	i	i
CCOC(=O)C1CCCN(Cc2nc(Cc3ccccc3Cl)no2)C1 (configuration not stated)	i	i	i	i	i	i	-8.1	i	i	i	i
CCNCc1ccccc1OCc1ccccc1	i	i	i	i	i	i	-0.8	i	i	i	i

Next part.
SMILES	ANO1 block	KCNK3 inh	KCNK9 block	RGS4 inh	MrgX1 agonist	KCNQ1 act	hERG rescue	RGS4 pot	KCNQ1 block	ANO1 activ	MrgX1 allo act
COc1ccc(-c2noc(C(C)NC(=O)c3ccco3)n2)cc1OC (configuration not stated)	i	i	i	i	i	i	-1.7	i	i	i	i
CCOc1ccccc1NC(=S)N1CCN(c2ccccc2F)CC1	i	i	i	i	i	i	-7.7	i	i	i	i
O=C(CNc1ccc(F)cc1F)NC(=O)NCc1ccco1	i	i	i	i	i	i	-9.0	i	i	i	i
CN1CCC(OC(=O)COc2ccc(C(C)(C)C)cc2)CC1	i	i	i	i	i	i	-7.5	i	i	i	i
O=C(c1sc2cc(F)ccc2c1Cl)N1CCN(c2ccccc2)CC1	i	i	i	i	i	i	-12.0	i	i	i	i
COc1ccc(C2C3=C(CCCC3=O)Nc3nc(-c4cc(OC)c(OC)c(OC)c4)nn32)cc1OC (configuration not stated)	i	i	i	i	i	i	-21.4	i	i	i	i
Cc1ccccc1/C=C/C(=O)c1ccc([N+](=O)[O-])o1	i	/	i	6.65*	i	i	-11.2	i	7*	/	i
COc1ccc(N(Cc2cc3cccc(C)c3[nH]c2=O)S(C)(=O)=O)cc1	i	i	i	i	i	i	-8.2	i	i	i	i
Cc1[nH][nH]c(=O)c1C(c1ccc(F)cc1)c1c(C)[nH][nH]c1=O	i	i	i	i	i	i	-8.4	i	i	i	i
CCC(C(=O)OC)n1cnc2c(nnn2-c2cccc(Cl)c2)c1=O (configuration not stated)	i	i	i	i	i	i	-11.0	i	i	i	i
CC1Cc2ccccc2N1CC(=O)Nc1ccc(N2CCOCC2)cc1 (configuration not stated)	i	i	i	i	i	i	-8.0	i	i	i	i
CC(=O)OC1CCC2C3CCC4=CC(=O)CCC4(C)C3CCC2(C)[C@]1(C)O (some centres not stated)	i	i	i	i	i	i	-3.0	i	i	i	i
CCOc1nc2cnccc2n(CC(=O)Nc2ccccc2C(=O)OC)c1=O	i	i	i	i	i	i	-9.8	i	i	i	i
O=C(Nc1nc(-c2ccco2)c(-c2ccco2)s1)C1CCC1	i	i	i	i	i	i	-2.3	i	i	i	i
CN(C)c1cccc(C(=O)OCC(=O)NCc2ccco2)c1	i	i	i	i	i	i	-1.1	i	i	i	i
Cc1cc(NC(=O)CSc2nnc(-c3c[nH]c4ccccc34)n2-c2ccc(F)cc2)no1	i	i	/	/	i	/	/	/	/	i	i
COC(=O)c1ccc(CN(c2ccc(OC)cc2)S(=O)(=O)c2ccccc2)cc1	i	i	i	i	i	i	-3.2	i	i	i	i

Source: PubChem BioAssay (Johns Hopkins Ion Channel Center)
